# ALOX12 inh – blocks human arachidonate 12S-lipoxygenase | purified 12hLO, xylenol orange hydroperoxide absorbance | Potency, µM (doses to about 108 µM), for the others: top-dose activity change, negative = inhibition, actives largely listed as inhibitors | AID 1671190 | 580,000 tested, 1.1% active; active = well fitted inhibition curve with a large enough effect; inconclusive = small, poorly fitted or top-dose-only effect, or another doubt; inactive = no such curve, though single readings can be large or run the other way
# Target sequence (P18054 whole entry, looked up): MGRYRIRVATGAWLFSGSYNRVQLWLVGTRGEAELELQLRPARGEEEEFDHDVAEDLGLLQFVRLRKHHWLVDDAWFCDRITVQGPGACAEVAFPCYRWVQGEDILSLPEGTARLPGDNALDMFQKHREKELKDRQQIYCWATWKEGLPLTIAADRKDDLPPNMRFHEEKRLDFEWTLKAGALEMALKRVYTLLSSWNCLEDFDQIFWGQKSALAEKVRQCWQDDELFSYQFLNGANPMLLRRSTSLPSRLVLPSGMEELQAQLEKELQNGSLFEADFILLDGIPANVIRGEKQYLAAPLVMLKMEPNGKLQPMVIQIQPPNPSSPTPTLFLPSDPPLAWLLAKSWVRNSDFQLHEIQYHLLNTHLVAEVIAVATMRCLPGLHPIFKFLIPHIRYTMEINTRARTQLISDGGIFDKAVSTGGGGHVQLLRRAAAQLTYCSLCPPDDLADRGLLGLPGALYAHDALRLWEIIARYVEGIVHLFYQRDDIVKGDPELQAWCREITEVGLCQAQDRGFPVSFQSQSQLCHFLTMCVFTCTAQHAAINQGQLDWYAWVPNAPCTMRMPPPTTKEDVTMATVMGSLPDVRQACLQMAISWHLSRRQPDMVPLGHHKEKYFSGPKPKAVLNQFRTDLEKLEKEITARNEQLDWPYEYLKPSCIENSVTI
#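 Hydroperoxide product was detected by ferrous iron/xylenol orange as the 573 to 405 nm absorbance ratio. Arachidonic acid at 40 uM (final) was turned over for 30 min at room temperature by 150 nM human 12hLO, pH 7.0 Hepes buffer, after 15 min compound preincubation.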
# An asterisk follows results filed as active; ? = inconclusive; [ ] = dose if it differs, or a comment. % is set by controls: 0 for no effect and ±100 for the full control effect; potency is the fitted concentration of half-maximal effect. An excerpt; rates above refer to the full screens.
ALOX12 inh	SMILES
?	O=C(O)CCC(=O)N[C@H]1CCN2C(=O)c3cc(-c4ccc(Cl)cc4)ccc3NC(=O)[C@H]12
53%[activator]	O=C(Nc1ccc2ncnc(N3CCCC3)c2c1)c1ccc(Cl)s1
-27%	CN(C(=O)Cc1nn(C)c(=O)c2ccccc12)C1CCCCCCC1
?	COc1cccc(CNC(=O)C2CN(c3cccc(Cl)c3)C(=O)N2)c1 (stereo not drawn)
?	Cc1ccc(NC(=S)NNC(=O)Nc2ccc(Cl)cc2)cc1
?	Cc1ccc(Nc2nc(N)nc(N)c2N=O)cc1Cl
?	COc1ccccc1/C=C/C=C1\Oc2cc(OC(=O)C(C)(C)C)ccc2C1=O
-5%	CCNC(=O)[C@@H]1C[C@H](NC(=O)c2ncoc2C)CN1CCCn1cnnn1

ALOX12 inh	SMILES
47%[activator]	CC(=O)N1CCC(C(=O)N[C@@H]2COCC[C@@H]2OCc2ccccc2)CC1
?	CC(=O)NC1(C)CCN(Cc2cccc(Nc3cccc(Cl)c3)c2)C1 (stereo not drawn)
38%[176 µM]	CC(=O)N1CCN([C@H]2[C@@H]3OC[C@@H](O3)[C@@H](NCc3cnc4ccccc4c3)[C@@H]2O)CC1
32%	CCOc1ccc(CC(=O)N2CCCN(C)c3ccccc32)cc1
15%	O=C(/C(=C\c1ccc(Br)cc1)c1nc2ccccc2o1)c1ccccc1
?	CCN(C(=O)COc1ncnc2ccccc12)c1cccc2ccccc12
35%[activator]	CCCC(=O)N1CCN(CCNc2cc(=O)oc3ccccc23)CC1
20%	Cc1ccc(C2Cn3nnc(C(=O)N4CCN(C(=O)c5ccsc5)CC4)c3CO2)cc1 (stereo not drawn)

ALOX12 inh	SMILES
?	O=C(Cn1c(=O)n(Cc2ccc3c(c2)OCO3)c(=O)c2sccc21)N1CCCC1
6%	Cc1cc(CNC(=O)c2cnn(-c3nccc(-c4cc(C)sc4C)n3)c2C2CC2)on1
-6%	Cn1nc(C2CCCN(C(=O)C3CCOCC3)C2)n(C2CCCC2)c1=O (stereo not drawn)
-26%	CC(C)(C)C(=O)Nc1ccc(C(=O)Nc2ccc(CC(=O)O)cc2)cc1
29%	Cc1nn(C)c(C)c1CCC(=O)N[C@@H]1CN(c2ncccn2)C[C@H]1CO
6%	COc1cc(CN(C)CC(=O)N2c3ccccc3NC(=O)CC2C)ccc1OC(F)F (stereo not drawn)
34%	O=C(Nc1ccc([C@@H](O)[C@H]2COCC(=O)N2Cc2ccccn2)cc1)c1ccc(F)c(Cl)c1
42%[activator]	COC[C@@H]1CN(C(=O)c2ccc(Cl)cc2OC)C[C@H]1C(N)=O

ALOX12 inh	SMILES
14%	CCN1C(=O)C2CC3(CCN(C(=O)CCc4nc5ccccc5[nH]4)CC3)CN2C1=O (stereo not drawn)
-1%	COc1ccccc1CNC(=O)C1CCN(c2cn[nH]c(=O)c2)C1 (stereo not drawn)
-28%	Cn1nc(-c2ccc(N3CCOCC3)c(NC(=O)COc3ccccc3)c2)c2ccccc2c1=O
-6%	CN(Cc1ccc2nonc2c1)Cc1cc2n(n1)CCN(S(C)(=O)=O)C2
9%	COc1ccc(Cl)cc1C(=O)N1CCN(C(=O)c2nnn3c2COC(c2ccccc2)C3)CC1 (stereo not drawn)
36%[activator]	COCC(=O)NC[C@H]1CCN(Cc2ccc(F)c(OC)c2)C[C@H]1N(C)C
?	Cn1nc(C(=O)Nc2ccccc2C(N)=O)c2ccccc2c1=O
-10%	CCCCNC(=O)C[C@H]1C[C@@]2(C(=O)OC)C(=C[C@H](C(C)(C)C)O[C@@H]2C)N(CCC2=CCCCC2)C1=O

# Gathered by group: the entries above with a COOH group.
ALOX12 inh	SMILES
?	O=C(O)CCC(=O)N[C@H]1CCN2C(=O)c3cc(-c4ccc(Cl)cc4)ccc3NC(=O)[C@H]12
-26%	CC(C)(C)C(=O)Nc1ccc(C(=O)Nc2ccc(CC(=O)O)cc2)cc1

# More compounds
ALOX12 inh	SMILES
?	CCCc1cc(=O)oc2cc(OS(=O)(=O)c3ccccc3F)ccc12
29%	Cc1cccc(CC(=O)NCCC2CCN(C(=O)Nc3cc(F)cc(F)c3)CC2)c1
56%[activator]	Cc1occc1C(=O)N1C[C@@H](C(=O)O)C[C@H](C(=O)NCc2ccccn2)C1
2%[6.33 µM]	C[C@H](C(=O)N1Cc2ccccc2CC2(CCCN2C)C1)c1ccccc1 (stereo partly drawn)
33%[176 µM]	COc1ccc(-n2c(=O)[nH]c3cccnc32)cc1OC
?	CCN(CC)CCNc1nc(C23CC4CC(CC(C4)C2)C3)cs1
0%	COc1ccccc1OCCNC(=O)C1CCN(c2cc(C(F)(F)F)ncn2)CC1
36%	CSc1ccccc1C(=O)OC(C)C(=O)c1ccc(C(C)(C)C)cc1 (stereo not drawn)

ALOX12 inh	SMILES
24%	CC(C)c1nnc(NC(=O)C(Sc2ccccc2)c2ccccc2)s1 (stereo not drawn)
19%	COc1ccc(S(=O)(=O)N2CCC3(CC2)CC(OC)CCO3)cc1 (stereo not drawn)
100%[activator]	CCC[C@@H]1CN(Cc2cc(OC)c(SC)cc2OC)C[C@H]1NC(C)=O
31%[activator][176 µM]	COc1ccc2nc([C@H]3CCN(Cc4ccc(NC(C)=O)cc4)C3)[nH]c2c1
2%	COc1cccc(CCC(=O)N2C[C@@H](Oc3ccccc3)C[C@@H]2C(=O)N2CCOCC2)c1
-2%	COc1ccc(C(=O)N2CCC(n3nccc3NC(=O)CC(C)C)CC2)cc1OC
?	CC(C)(/C=N/O)/[N+]([O-])=C/c1ccc(Cl)cc1Cl
-14%	Cc1ccc(NC(=O)c2sc3nc(-c4ccc(F)cc4)cn3c2C)cc1Cl

ALOX12 inh	SMILES
-7%	CC(C)c1nc(NCC2CCCO2)c(C#N)c2c1CCCC2 (stereo not drawn)
-72%	O=C(CCc1ncc(-c2ccc(F)cc2)o1)NCc1ccc2c(c1)OCO2
0%	CNC(=O)[C@@H]1CN(S(C)(=O)=O)C[C@H]1COC
?	Cc1cccc(OC[C@H]2C[C@@H](N(C)C)[C@H](O)[C@@H]2O)n1
43%[activator]	Cc1ccccc1NC(=O)CC1(C(=O)O)CCCCC1
30%	Cc1noc(C)c1CN1CCCN(S(=O)(=O)c2ccccc2)CCC(=O)NCC1
?	c1ccc2c(c1)CCN2CC1CCNCC1
0%	COc1ccc(C(Nc2ccccn2)c2c(NC(=O)c3ccccc3)sc(C)c2C)cc1OC (stereo not drawn)

ALOX12 inh	SMILES
-1%	O=C(Nc1ccccc1Cl)c1cc(=O)c2cc(Cl)ccc2o1
2%	COc1ccc(-c2nc(-c3ccccc3)nc3c2CN(C(=O)N(C)C)CC3)cc1
51%[activator]	CCOCc1nc(C2CCCN(C(=O)Nc3cccc(F)c3C)C2)no1 (stereo not drawn)
?	N#C/C(=C/c1cc(Br)cc(Br)c1O)c1nc2ccccc2[nH]1
?	Cc1nc(-c2c3n(c(=O)n(Cc4ccccc4C(F)(F)F)c2=O)CCCCC3)no1
?	Nc1nccnc1C(=O)NCc1ccc(NC(=O)c2ccco2)cc1
47%[activator]	COc1cccc2cc(C(=O)N(C)CCOc3ccccc3C)c(=O)oc12
17%[176 µM]	O=C(c1ccccn1)N1CCC(N2CCCC2=O)CC1

ALOX12 inh	SMILES
6%	Cn1ccnc1C(=O)N1CC(F)(F)C[C@H]1c1nc(C2CC2)no1
-13%	COc1ccc2cc(C(=O)NC(C)C(=O)N3CCCC3)c(C)nc2c1 (stereo not drawn)
114%[activator]	O=C1CN(C(=O)COC(=O)C23CC4CC(CC(C4)C2)C3)c2ccccc2N1
?	CN1CC(=O)N(C2CCC2)Cc2c1ncnc2N1CCc2ccccc2C1
31%[176 µM]	CC1=NOC2(CCN(Cc3ccncc3)CC2)C1
238%[activator]	COc1ccc(CNC(=O)c2cc3c(s2)CN(C2CC2)C3)cc1OC
-17%	O=C(CSc1nc2ccsc2c(=O)n1-c1cc(F)cc(F)c1)Nc1ccc2c(c1)OCCO2
-1%	COc1cccc(N2CCN(Cc3nc(N)nc(Nc4ccccc4C)n3)CC2)c1

# Sorted by formula weight (descending): 3 of the compounds above.
ALOX12 inh	SMILES
-13%	COc1ccc2cc(C(=O)NC(C)C(=O)N3CCCC3)c(C)nc2c1 (stereo not drawn)
-7%	CC(C)c1nc(NCC2CCCO2)c(C#N)c2c1CCCC2 (stereo not drawn)
17%[176 µM]	O=C(c1ccccn1)N1CCC(N2CCCC2=O)CC1

# Further structures
ALOX12 inh	SMILES
10%[176 µM]	O=C(C1CCCO1)N1CCc2c(n(Cc3cccnc3)n(CCc3ccccc3)c2=O)C1 (stereo not drawn)
11%	Cc1ccc(C#N)c(N2CC[C@@]3(O)CCN(S(=O)(=O)N(C)C)C[C@H]3C2)n1
81%[activator]	Cc1ccc(CN2C[C@@H]3C(=O)N(CCCN4CCCC4=O)C(=O)[C@@H]3C2)cc1C
?	CCN1CCN(S(=O)(=O)c2ccc(NC(=O)CCc3ncc(-c4ccccc4F)o3)cc2)CC1
60%[activator][176 µM]	CC1(CNCc2ccccc2)COc2ccc(C(=O)NCc3ccncc3)cc2N1 (stereo not drawn)
-2%	CC(C(=O)NCc1cccc(F)c1)C1CCOCC1 (stereo not drawn)
1%	CCOc1cc(/C=C2/NC(=O)NC2=O)ccc1OCC(=O)O
9%	Cc1cc(NC(=O)N2CCSc3ncccc32)ccc1Br

# Taken from above.
# ALOX12 inh result of CC(C(=O)NCc1cccc(F)c1)C1CCOCC1 (stereo not drawn) is entered as -2%
# ALOX12 inh result of Cc1ccc(CN2C[C@@H]3C(=O)N(CCCN4CCCC4=O)C(=O)[C@@H]3C2)cc1C is entered as 81%[activator]

# (further entries)
ALOX12 inh	SMILES
-23%	C[C@H](CO)N1C[C@H](C)[C@@H](CN(C)C(=O)Nc2ccccc2F)OCc2cn(nn2)CCCC1=O
?	O=C(c1cc(CC2(NCc3ccccc3F)COC2)no1)N1CCCCC1
22%	O=C(c1cn[nH]c1)N1C[C@@H](COCC2CC2)[C@H](c2ccncc2)C1
18%	CN1C(=O)CC(C(=O)O)C12CCN(C(=O)Nc1cccc(F)c1)CC2 (stereo not drawn)
8%	COc1cccc(C(=O)N2CCCCC2CCN2CCCC2)c1 (stereo not drawn)
-12%	CCOc1ccc(NC(=O)C(C)Oc2ccccc2OC)c2cccnc12 (stereo not drawn)
50%[activator]	COCC1CCN(C(=O)[C@@H]2CN(c3cnccn3)C[C@H]2COC)CC1
3%[176 µM]	CC(C)(C)C(=O)N1CCC(c2nn(-c3ccc(F)cc3)c(=O)[nH]2)CC1

# The list goes on, overlapping the part above by five compounds.
ALOX12 inh	SMILES
18%	CN1C(=O)CC(C(=O)O)C12CCN(C(=O)Nc1cccc(F)c1)CC2 (stereo not drawn)
8%	COc1cccc(C(=O)N2CCCCC2CCN2CCCC2)c1 (stereo not drawn)
-12%	CCOc1ccc(NC(=O)C(C)Oc2ccccc2OC)c2cccnc12 (stereo not drawn)
50%[activator]	COCC1CCN(C(=O)[C@@H]2CN(c3cnccn3)C[C@H]2COC)CC1
3%[176 µM]	CC(C)(C)C(=O)N1CCC(c2nn(-c3ccc(F)cc3)c(=O)[nH]2)CC1
?	CN1/C(=C/C(=O)COC(=O)c2cc3c(s2)CCC3)C(C)(C)c2ccccc21
0%[6.33 µM]	CCC(=O)N1Cc2ccccc2CC2(CCCCN2Cc2ccccn2)C1 (stereo not drawn)
?	CCSc1nnc(-c2c[nH]c3ccccc23)n1C1CC1
137%[activator]	O=C(NCCCN1CCc2ccccc2C1)c1c(OCC2CC2)cc(=O)n2c1CCCCC2
?	CC(C)n1ccc2nc3ccn(-c4ncn[nH]4)c(=O)c3cc2c1=O
3%	CC(C)c1ccccc1NS(=O)(=O)c1ccc(CCC(=O)O)cc1
-16%[176 µM]	CC(C)(C)OC(=O)NC[C@H]1OC[C@@H](N)[C@@H]1O
-6%	N#Cc1ccc(OCCCN2CCC(C(O)(c3ccccc3)c3ccccc3)CC2)c(F)c1

ALOX12 inh	SMILES
?	Nc1ccc(-c2cccc(CN3CCCC3)c2)cc1
8%	Cc1cc(SCC(=O)N(C)CCC#N)nc2c(C)cccc12
70%[176 µM]	COc1ccc2nc3n(c2c1)[C@@H](CNCc1cnc2ccccc2c1)COC3
25%	CC(=O)N1C[C@@H]2CCCN3CCC[C@@H]([C@H]23)[C@H]1CCCC(=O)NCCC(C)C
51%	CN(C)S(=O)(=O)N1CC(c2nnc(-c3ccncc3)o2)C2(CCOCC2)C1 (stereo not drawn)
0%	O=C(CCc1c[nH]c2ccccc12)N1CCC(n2c(C3CCCO3)nc3cc(C(F)(F)F)ccc32)CC1 (stereo not drawn)
1%	COc1ccc2c(c1)OCC(C(=O)NCc1nc3c(s1)CCCC3)C2 (stereo not drawn)
-7%	CC(=O)N(C1=C(C#N)C(=O)CC(C)(C)C1)c1ccccc1

ALOX12 inh	SMILES
-40%	O=C(Cc1cccc(F)c1)OCc1cc(-c2ccccc2)on1
-23%	Cc1cc(N2CCN(C(=O)OC(C)(C)C)C[C@@H]2C)ccc1N1CCN(Cc2ccccc2)[C@@H](C)C1
19%	O=C(OCC(=O)N1CCCCC1)c1cc(=O)c2cc(Cl)ccc2o1
26%	Cc1ccc(-c2noc(-c3nc(-c4ccncc4)no3)n2)cc1
3%	O=C(c1cc(Br)cn2ccnc12)N1CCC(N2CCCCC2)CC1
?	O=C(Nc1nn(Cc2ccccc2F)cc1Cl)c1nc2ncccn2n1
-17%	O=C(COC(=O)c1ccc2ccccc2n1)Nc1cccc(Oc2ccccc2)c1
114%[activator]	CN1[C@@H](CCC(=O)N2CCN(c3ccccc3)CC2)CNC(=O)[C@@H]2[C@H]1CCN2Cc1ccc(CO)o1
37%[activator]	COCCN1C(=O)c2ccccc2C(C(=O)Nc2ccc(NC(C)=O)cc2)C12CCCCC2 (stereo not drawn)
-4%	Cn1nc(C2CCN(C(=O)Cc3ccccc3)CC2)c2c1CCOC2
-8%	Cc1ccc2c(c1)CCCN2C(=O)c1cnc2c(cnn2C(C)C)c1

# Source: PubChem
